Screening data as filed in PubChem.
EBI2 antag – EBI2 (human) antagonism; P32249; actives 0.81% (n = 360,000); inhibition, % at 5 µM; EBI2 beta-arrestin recruitment, luminescence, 7a,25-OHC stimulated; AID 651636; in the data active = inhibition above about 38%;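 also: enzyme fragment complementation signal reports receptor beta-arrestin coupling in cells; 0% = agonist plus DMSO wells and 100% = wells without agonist; some results beyond the cut were filed as inactive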
Target sequence (P32249 whole entry, looked up, the tested form may be a part): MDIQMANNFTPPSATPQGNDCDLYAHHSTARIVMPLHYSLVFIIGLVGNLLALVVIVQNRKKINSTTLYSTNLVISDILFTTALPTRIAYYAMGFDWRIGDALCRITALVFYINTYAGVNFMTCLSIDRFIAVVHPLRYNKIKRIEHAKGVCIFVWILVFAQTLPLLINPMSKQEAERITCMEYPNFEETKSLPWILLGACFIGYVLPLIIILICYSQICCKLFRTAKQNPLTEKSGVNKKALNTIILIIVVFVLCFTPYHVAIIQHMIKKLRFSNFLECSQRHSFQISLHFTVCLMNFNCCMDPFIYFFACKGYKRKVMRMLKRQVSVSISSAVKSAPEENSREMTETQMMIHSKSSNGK
CHOP UPR activ – activators of apoptotic arm of unfolded protein response (CHOP); actives 0.34% (n = 330,000); activation, % at 10 µM; AID 449763; CHO-CHOP luciferase reporter, UPR activation, luminescence; percent of tunicamycin response over DMSO baseline;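 active = at 10 µM dose, activation of 40% or more, normalized to positive control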;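 also: 100% = tunicamycin at 10 µg/mL and 0% = DMSO alone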
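Test system: CHO-CHOP cells, stable luciferase reporter of PERK-eIF2a-CHOP signalling | Quantity: 500 CHO-CHOP cells per well | Buffer or medium: F12 plus 10% serum | Compound dosing: 10 µM single point, 0.5% DMSO | Schedule: 6 h compound treatment, 37 °C | Signal: Luciferase luminescence | Control set: Tunicamycin high control, DMSO low control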
UPR XBP1 act – activators of adaptive arm of unfolded protein response (XBP1); actives 0.33% (n = 330,000); CHO-XBP1 luciferase reporter, IRE1-XBP1 UPR activation, luminescence; percent of tunicamycin response, DMSO as zero; activation, % at 20 µM;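 active = versus positive control, 20 µM dose yields 30% or more activation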;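 also: 100% = tunicamycin at 10 µg/mL and 0% = DMSO only wells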
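Assay system: CHO-XBP1 luciferase reporter cells; Schedule: 6 h treatment, 37 °C; Detection: glow luminescence from Steady-Glo reagent; Benchmarks: high control tunicamycin 10 µg/mL final, low control DMSO vehicle only.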
CCR6 antag – blocks CCL20-driven beta-arrestin recruitment at human CCR6; actives 0.49% (n = 340,000); AID 493098; inhibition, % at 20 µM; CHO-K1 CCR6 PathHunter beta-arrestin, luminescence, CCL20-stimulated;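 active = compounds whose inhibition of the agonist-driven luminescence signal at 20 µM reaches about 50%, limit read from the data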;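 also: cells stimulated with CCL20 at 14 nM final; plate controls were DMSO with CCL20 for no effect and DMSO without agonist for full effect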
Mdm2 MdmX PPI – disrupts the human Mdm2-MdmX interaction. O15151+Q00987. SaOS-2 split-luciferase Mdm2/MdmX complementation, luminescence. inhibition, % at 8 µM. actives 3% (n = 330,000). AID 485346;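 active = inhibition of at least 50% at 8 µM in the primary screen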
tim23-1 inh – growth inhibitors of tim23-1 mutant yeast | S. cerevisiae tim23-1 growth, BacTiter-Glo luminescence, 24 h | inhibition, % at 20 µM | actives 1.3% (n = 330,000);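 active = growth inhibition of the mutant yeast at or above 50%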;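 also: temperature-sensitive mutant grown at 25 °C; plate controls were DMSO-treated mutant yeast for no effect and medium wells lacking yeast for full effect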
APJ antag – APJ receptor antagonism. P35414. CHO-K1 APJ beta-arrestin complementation, luminescence. inhibition, % at 20 µM. actives 0.32% (n = 330,000). AID 2521;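 active = inhibition above about 40% at 20 µM, limit read from the data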;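 also: cells challenged with 10 nM apelin-13 agonist together with compound; plate controls were apelin-13 plus DMSO wells for no effect and DMSO wells lacking apelin-13 for full effect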
APJ ag – agonists of human APJ apelin receptor; P35414; CHO-K1 APJ PathHunter beta-arrestin, luminescence; 0% DMSO wells, 100% apelin; activation, % at 20 µM; actives 0.11% (n = 330,000);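 active = activation more than six SD over the plate average, tested at 20 µM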;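 also: 0% = DMSO alone and 100% = apelin-13 at 10 nM; some results filed as inactive read as strong as hits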
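Assay system: CHO-K1 APJ beta-arrestin complementation cell line / Compound: single test compound dose, 20 µM final, 1% DMSO / Times: overnight seeding, 90 min compound at 25 °C, 1 h detection / Technique: beta-gal luminescence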
CXCR6 block – blocks human CXCR6 beta-arrestin recruitment | O00574 | CHO-K1 PathHunter CXCR6 beta-arrestin, luminescence | inhibition, % at 20 µM | actives 0.36% (n = 360,000) | AID 602244; in the data active = inhibition above about 34%, passing the limit was not always enough;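 also: antagonist mode with CXCL16 agonist at 10 nM final; 0% = 10 nM CXCL16 with DMSO and 100% = unstimulated wells without agonist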
Target sequence (O00574 whole entry, looked up): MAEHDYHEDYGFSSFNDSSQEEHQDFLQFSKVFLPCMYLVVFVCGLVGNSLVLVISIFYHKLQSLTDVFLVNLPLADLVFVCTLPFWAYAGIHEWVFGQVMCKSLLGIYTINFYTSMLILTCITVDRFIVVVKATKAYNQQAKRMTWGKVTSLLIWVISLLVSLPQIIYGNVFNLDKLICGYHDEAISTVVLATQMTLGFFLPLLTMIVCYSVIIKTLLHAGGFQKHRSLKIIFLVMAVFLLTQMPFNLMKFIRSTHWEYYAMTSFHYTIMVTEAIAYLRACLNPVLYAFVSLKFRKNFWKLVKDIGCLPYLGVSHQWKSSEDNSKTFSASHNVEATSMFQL
Numbers without * were called inactive; & = joins results of further samples. A portion of the library, so the mix of outcomes need not match the whole.

compound,EBI2 antag,CHOP UPR activ,UPR XBP1 act,CCR6 antag,Mdm2 MdmX PPI,tim23-1 inh,APJ antag,APJ ag,CXCR6 block
CCOC(=O)CNc1nc(Cl)nc(Nc2ccc(Cl)cc2)n1,-8.3,0.0,-0.7,1.4,5.5,-22.0,-6.2,-0.2,-10.9
COc1ccc(NC(=O)NC23CC4(C)CC(C)(CC(C)(C4)C2)C3)cc1OC,11.0,7.4,-1.5,-8.2,6.3,10.0,-1.4,-1.3,-12.5
CC(C)CCC(C)NC(=O)Cc1ccc(S(=O)(=O)N2CCOCC2)s1 (configuration not stated),-2.8,0.1,-2.3,-4.2,3.2,0.4,7.7,5.3,-8.3
COc1cccc(CNc2nc3ccccc3n2CCN2CCCCC2)c1OC,17.4,0.8,0.7,2.3,-18.4,2.7,3.1,-4.5,6.0
COc1cc(/C=C2\SC(N)=NC2=O)cc(Br)c1O,5.5,0.2,-4.0,13.5,0.8,-15.2,5.7,-2.9,-2.0
CCSc1nnc(NC(=O)Nc2cccc(C)c2)s1,-11.3,4.2,0.1,7.2,15.2,0.2,-20.2,-1.7,4.7
COc1cc2[nH]c(=S)nc(NCc3ccccc3)c2cc1OC,-2.0,-0.4,-0.9,8.0,8.5,-3.6,-1.1,-0.5,-3.1
CNS(=O)(=O)c1cn(CC(=O)NCc2ccc(OC)cc2)cc1S(=O)(=O)NC,-3.9,-1.8,-1.5,-1.4,-9.5,2.1,-20.1,-2.8,0.0
COc1ccc(Cn2nnc3c(=O)[nH]c(C4CCN(C(=O)c5ccccc5Cl)CC4)nc32)cc1,-5.3,-0.8,0.5,-41.6,26.9,0.5,-5.7,-1.4,6.5
Fc1ccccc1Cc1noc(CN2CCN(C/C=C/c3ccccc3)CC2)n1,10.9,1.1,-2.1,6.7,23.1,-6.0,5.3,-3.7,5.6
Cc1cc(C(=O)c2ccccc2)c(NC(=O)CCl)s1,-14.1,44.7*,2.7,-3.9,26.2,55.2*,-0.1,-0.4,-5.1
CC(SC1=NCCN1S(=O)(=O)c1ccc(F)cc1)c1ccccc1 (configuration not stated),15.4,-0.9,-5.0,21.1,8.0,23.7,-3.0,-0.2,3.8
c1ccc(Cn2c(CSc3nnnn3-c3ccccc3)nc3ccccc32)cc1,11.9,0.7,-0.4,16.0,15.5,8.0,-17.6,-3.1,8.7
CC(=O)Nc1ccc(S(=O)(=O)NCC2CCC(C(=O)NC(C)c3ccccc3)CC2)cc1 (configuration not stated),3.2,-0.6,-1.7,0.0,-15.3,3.3,-9.3,-1.9,0.2
COCCn1nnnc1C(c1ccc(OC)cc1)N1CCN(c2ccccc2F)CC1 (configuration not stated),-3.9,0.0,-3.2,30.2,-5.7,10.1,13.2,-2.4,0.3
O=C(Nc1cc2c3c(c1)CC(=O)N3CCC2)c1ccco1,-8.4,0.4,-3.0,-4.1,10.8,-2.5,-10.3,-3.8,-0.4
CCCc1nnc(NC(=O)CCC(=O)N2CCN(Cc3ccc(Cl)cc3)CC2)s1,-4.6,0.2,-7.4,-13.3,12.1,20.6,1.1,5.0,3.5
CCOC(=O)c1ccc[n+](CC(=O)Nc2cc(C(F)(F)F)ccc2Cl)c1,4.2,0.2,7.2,17.7,18.8,-0.3,-13.1,-2.0,-3.5
COc1ccc(OC)c(Nc2cc(C)nc3ccc(C)cc23)c1,2.1,0.2,0.2,17.0,68.4*,4.0,9.8,-4.1,7.9
CCOC(=O)CC(=O)CSc1nc(C)cc(-c2cccnc2)c1C#N,-10.0,-0.6,-2.5,-8.7,12.4,7.4,5.3,1.3,3.3
CC(=O)Nc1ccc(S(=O)(=O)NNC(=O)C(=O)NNc2ccccn2)cc1,-7.9,0.7,-3.9,-22.3,15.6,-0.1,-19.8,-0.5,-20.7
Cc1nn(C)cc1C(C(=O)NC1CCCCC1)N(C(=O)Cc1cccs1)c1ccc(Cl)cc1 (configuration not stated),-21.1,-0.5,0.0,-15.9,40.2,3.3,-2.9,-1.5,-4.0
O=C(Nc1cccc([N+](=O)[O-])c1)c1cc2ccccc2cc1O,-3.0,26.1,5.0,26.1,93.3*,8.8,-15.8,7.3,2.7
Cc1noc(C(=O)N2CCN(Cc3ccc4c(c3)OCO4)CC2)c1Cl,-3.3,0.3,-0.1,5.5,-7.9,12.3,6.3,-1.8,-8.0
C/C(N)=C(/C#N)C(=O)CSc1nnc(Cc2ccccc2F)n1N,0.7&-0.3,-1.4,-3.7,-8.2&1.2,-5.8,3.9,-1.3,-0.2,-2.6&-1.9
COc1ccc(CN(C)C(=O)CCN(c2ccccc2)S(=O)(=O)c2ccc(C)cc2)c(OC)c1,7.1,-2.8,-0.3,20.4,33.0,14.5,9.0,-2.2,0.7
Cc1ccc(CC(=O)NCCS(=O)c2ccc(Cl)cc2)cc1 (configuration not stated),6.3,1.4,-5.8,6.2,-20.7,20.0,17.7,-2.5,-5.4
Cc1cc(C(=O)CN2C(=O)NC(CC(C)C)C2=O)c(C)n1-c1ccccc1F (configuration not stated),6.4,3.0,9.5,-6.4,-13.4,27.8,4.0,-2.2,4.7
CCC(C)N(C(=O)COC(=O)Cc1n[nH]c(=O)c2ccccc12)C1CCS(=O)(=O)C1 (configuration not stated),-4.1,0.1,2.5,4.7,2.6,-12.8,27.3,-6.0,-5.4
COc1ccc(S(=O)(=O)NCCc2ccc(F)cc2)cc1,4.9,0.0,-0.8,-9.8,-18.4,27.5,8.2,3.0,-11.5
Cc1ccc(-c2csc(NC(=O)CCNC(=O)c3ccc(Cl)cc3)n2)cc1,-2.0,1.3,-0.6,14.0,-2.4,-28.0,5.0,-3.5,-8.4
O=C(OCc1cc([N+](=O)[O-])cc2c1OCOC2)c1ccccn1,-4.1,3.8,-6.5,-8.1,28.6,-3.1,2.3,-2.8,-3.7
Clc1cccc(OCCN2CCCC2)c1,15.2,1.8,-3.4,9.2,12.2,14.1,1.3,0.5,10.5
CCOC(=O)Cn1cc(/C=C(\C#N)C(=O)N2CCOCC2)c2ccccc21,0.7,1.7,0.1,3.0,5.5,12.6,3.4,-0.8,3.5
O=C(NCc1n[nH]c(=S)n1-c1cccc(C(F)(F)F)c1)c1ccco1,11.0,-0.9,-3.8,5.1,-2.3,8.6,-10.8,2.0,4.7
CC(C#N)Sc1nnc(Nc2ccccc2)s1 (configuration not stated),-7.8,2.7,2.0,15.1,3.4,-5.3,-4.6,-2.9,-0.1
O=Cc1ccc2noc(-c3ccc(F)cc3)c2c1,-7.1,0.6,0.0,0.0,8.4,-13.0,25.0,-3.7,-11.6
CC(=O)N[C@@H](C)c1nc2ccccc2n1CCCN1CCN(c2nc(-c3ccc(C)cc3)cs2)CC1,11.1,1.2,3.6,-6.9,4.5,-3.4,12.9,5.6,12.2
COC(=O)c1cc2ccccc2c(-c2c(O)ccc3ccccc23)c1O,10.3,0.7,0.8,15.9,-8.1,69.5*,3.8,-1.9,6.4
CCOc1ccc(OCCC(=O)OCC(=O)Nc2ccc(N3CCOCC3)cc2)cc1,-9.8,-0.2,-2.4,4.9,5.5,-4.8,8.8,14.0,-5.2
CC(C)c1ccc(S(=O)(=O)NC2CCCC2)cc1,-5.1,-0.2,-6.0,10.4,23.2,23.4,15.4,3.4,-3.4
COC(=O)c1sccc1NC(=O)CSCCc1ccccn1,-7.0,1.6,-1.1,-0.1,-13.4,5.1,6.3,-0.1,0.8
CCN1CCN(C(=O)C2CCC(CNS(=O)(=O)c3ccccc3)CC2)CC1 (configuration not stated),0.6,-1.1,-5.0,-3.0,-7.6,-0.4,14.1,2.0,-7.2
CC(=O)N(C)c1ccc(NC(=O)Cc2cccs2)cc1,6.9,4.3,-2.4,4.9,7.0,5.9,9.3,-1.4,6.0

Reformatted: results already given
Order of results – EBI2 antag	CHOP UPR activ	UPR XBP1 act	CCR6 antag	Mdm2 MdmX PPI	tim23-1 inh	APJ antag	APJ ag	CXCR6 block
> Cc1ccc(CC(=O)NCCS(=O)c2ccc(Cl)cc2)cc1 (configuration not stated)
  6.3	1.4	-5.8	6.2	-20.7	20.0	17.7	-2.5	-5.4
> Cc1cc(C(=O)CN2C(=O)NC(CC(C)C)C2=O)c(C)n1-c1ccccc1F (configuration not stated)
  6.4	3.0	9.5	-6.4	-13.4	27.8	4.0	-2.2	4.7
> CCC(C)N(C(=O)COC(=O)Cc1n[nH]c(=O)c2ccccc12)C1CCS(=O)(=O)C1 (configuration not stated)
  -4.1	0.1	2.5	4.7	2.6	-12.8	27.3	-6.0	-5.4
> COc1ccc(S(=O)(=O)NCCc2ccc(F)cc2)cc1
  4.9	0.0	-0.8	-9.8	-18.4	27.5	8.2	3.0	-11.5
> Cc1ccc(-c2csc(NC(=O)CCNC(=O)c3ccc(Cl)cc3)n2)cc1
  -2.0	1.3	-0.6	14.0	-2.4	-28.0	5.0	-3.5	-8.4
> O=C(OCc1cc([N+](=O)[O-])cc2c1OCOC2)c1ccccn1
  -4.1	3.8	-6.5	-8.1	28.6	-3.1	2.3	-2.8	-3.7
